GSH bead fluor: compound fluoresces at 488/530 nm on GSH beads. hit rate 0.25% among 190,000. AID 1776. GSH beads flow cytometry, compound fluorescence 488/530 nm; active compounds read high. fluorescence (KMESF) at 10 µM; in the data active = fluorescence above about 89;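 note: glutathione beads carrying GST-tagged Bcl family fusion proteins plus one bare bead set; values are compound well signal with DMSO vehicle wells as background; inactives centre near 16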
HRas wt GTP: changes GTP binding to wildtype human HRas. P01112. hit rate 0.14% among 190,000. GTP binding activity, % at 10 µM. GST-Ras wt beads, Bodipy-FL-GTP binding, flow cytometry; actives lie on both sides;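 active = GTP binding activity at least 20% away from the 100% baseline, either lowered as inhibitor or raised as activator; inconclusive = flagged as likely green fluorescent, judged across all proteins in the well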;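 note: 0% = unlabeled GTP competition control and 100% = no-compound control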
Target sequence (P01112 whole entry, looked up): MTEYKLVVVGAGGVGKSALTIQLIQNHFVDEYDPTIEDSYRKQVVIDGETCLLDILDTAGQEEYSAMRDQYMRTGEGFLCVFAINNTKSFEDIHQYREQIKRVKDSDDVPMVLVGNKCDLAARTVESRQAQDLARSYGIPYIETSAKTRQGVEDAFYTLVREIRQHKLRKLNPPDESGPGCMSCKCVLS
Mcl1-Bid inh: disrupts binding of human Mcl-1 to Bid peptide. AID 1021. TR-FRET Mcl-1/Bid-Dy647 peptide binding, 1536-well. inhibition, % at 21.7 µM. hit rate 0.97% among 220,000. Q07820;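 active = compounds that cut the binding signal by more than half at the single screening dose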;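 note: His-tagged Mcl-1 with europium anti-His antibody binding Bid BH3 peptide; 0% = Mcl-1 plus peptide wells and 100% = peptide-only wells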
Target sequence (Q07820 whole entry, looked up): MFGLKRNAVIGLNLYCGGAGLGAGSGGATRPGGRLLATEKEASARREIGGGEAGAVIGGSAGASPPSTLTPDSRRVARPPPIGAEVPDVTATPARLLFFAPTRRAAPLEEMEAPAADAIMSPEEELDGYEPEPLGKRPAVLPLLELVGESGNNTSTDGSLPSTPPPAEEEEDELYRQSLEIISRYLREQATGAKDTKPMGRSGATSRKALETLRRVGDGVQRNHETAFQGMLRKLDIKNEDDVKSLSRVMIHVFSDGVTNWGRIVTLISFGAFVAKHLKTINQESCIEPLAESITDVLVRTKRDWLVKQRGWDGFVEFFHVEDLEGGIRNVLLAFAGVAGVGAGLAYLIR
Rac1 wt GTP bind: alters GTP binding to wildtype human Rac1; GTP binding activity (% of control), % at 10 µM; GST-Rac1 beads, fluorescent GTP binding, flow cytometry; actives lie on both sides; 0 = cold GTP competed, 100 = untreated; hit rate 0.27% among 190,000; AID 757;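 active = GTP binding activity at least 20 points away from the 100% control level, either lower or higher; inconclusive = compound flagged as likely green fluorescent, judged across all proteins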
Avidin fluor: avidin bead compound fluorescence profile; fluorescence (KMESF) at 10 µM; hit rate 0.38% among 220,000; Avidin beads, compound fluorescence 488/530 nm, flow cytometry; active compounds read high; AID 1775; in the data active = fluorescence above about 47; note: inactives centre near 10
Mcl1-Noxa inh: Mcl-1/Noxa interaction inhibition; TR-FRET Mcl-1/Noxa peptide binding, 2 h; inhibition, % at 21.7 µM; hit rate 1.5% among 220,000; AID 1022;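 active = compounds that cut the protein-peptide binding signal by more than 50% relative to plate controls in a single-dose test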;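 note: His-tagged Mcl-1 with rhodamine Noxa BH3 peptide and terbium anti-His antibody; 0% = Mcl-1 plus Noxa peptide wells and 100% = peptide-only wells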
Pf gamet viab: inhibitors of late stage P. falciparum gametocyte viability; inhibition, % at 10.9 µM; hit rate 0.065% among 150,000; P. falciparum stage V gametocytes, ATP luminescence, 24 h;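 active = inhibition above the mean plus 3 SD of compounds within the control limits, set per campaign, cut at about 38% in these data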;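 note: 0% = DMSO wells and 100% = medium only without gametocytes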
Cdc42 wt: human Cdc42 wildtype GTP binding change, either direction; GST-Cdc42 beads, Bodipy-GTP binding, flow cytometry; actives lie on both sides; percent activity (GTP binding), % at 10 µM; hit rate 0.2% among 190,000; AID 761;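 active = percent activity GTP binding at least 20 points away from the 100% baseline, either down as inhibitor or up as activator; inconclusive = compound flagged as likely green fluorescent from well-wide comparison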;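 note: median bead fluorescence of bound Bodipy-FL-GTP at 100 nM; 0% = excess unlabeled GTP control and 100% = no compound control; below 100% means less GTP binding so inhibitor and above means activator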
Target sequence (P60953 whole entry, looked up): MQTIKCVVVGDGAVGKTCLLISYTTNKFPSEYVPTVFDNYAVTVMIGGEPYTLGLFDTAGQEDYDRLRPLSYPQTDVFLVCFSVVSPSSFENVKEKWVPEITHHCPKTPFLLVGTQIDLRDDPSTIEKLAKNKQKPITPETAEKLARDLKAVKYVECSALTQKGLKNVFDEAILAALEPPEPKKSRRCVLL
Rab2 wt GTP: changes GTP binding to wildtype dog Rab2A, up or down; P61105; GST-Rab2 wt beads, Bodipy-GTP binding, flow cytometry; GTP binding activity, % at 10 µM; hit rate 0.19% among 190,000; AID 760;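 active = GTP binding activity at least 20 points away from 100%, either lowered or raised; inconclusive = signal likely due to the compound's own green fluorescence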;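 note: 0% = beads with excess unlabeled GTP and 100% = no-compound control corrected for plate trend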
Rab7 wt GTP bind: alters GTP binding to wildtype dog Rab7. GST-Rab7 beads, fluorescent GTP binding, flow cytometry; actives lie on both sides; untreated = 100%, excess cold GTP = 0%. GTP binding activity (percent of control), % at 10 µM. hit rate 0.055% among 190,000;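 active = fluorescent GTP binding to Rab7 beads changed by at least 20 points from the 100% baseline, either direction, mostly lower; inconclusive = compound itself probably fluorescent, or too few beads counted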;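 note: median green fluorescence of bound Bodipy-FL-GTP per Rab7 bead population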
Rac1 mut GTP: modulators of GTP binding to human Rac1 activated mutant. P63000. percent activity (GTP binding), % at 10 µM. AID 764. GST-Rac1 activated beads, fluorescent GTP binding, flow cytometry; actives lie on both sides; 100% means binding = to untreated wells. hit rate 0.11% among 190,000;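 active = GTP binding at least 20 percentage points away from the 100% baseline, in either direction, so actives lie on both sides; inconclusive = Compound likely fluorescent itself, or too few beads counted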
An asterisk follows results filed as active; ? = inconclusive; nt = no result given. This is a random part of the collection. About 3% of those tested had a hit in this group.

SMILES	GSH bead fluor	HRas wt GTP	Mcl1-Bid inh	Rac1 wt GTP bind	Avidin fluor	Mcl1-Noxa inh	Pf gamet viab	Cdc42 wt	Rab2 wt GTP	Rab7 wt GTP bind	Rac1 mut GTP
CC(C)(C)c1ccc(/C=N/NC(=O)c2ccccn2)cc1	9	101	-7	101	9	-6	17	103	100	99	98
O=C(OCc1ccc([N+](=O)[O-])cc1)c1ccccn1	19	98	-28	103	9	7	-1	96	98	97	97
COc1ccccc1N1CCN(Cc2ccc(OC)c(OC)c2OC)CC1	22	97	26	97	14	14	3	96	97	96	97
O=C(Cc1ccc(S(=O)(=O)N2CCCC2)s1)N1CCN(c2ccccc2)CC1	13	99	-33	98	22	27	-4	99	100	100	97
CCN1CCN(CCOc2ccccc2OCc2ccccc2)CC1	18	96	44	102	10	12	-14	98	100	95	97
Cc1ccc(S(=O)(=O)NCc2ccc(C(=O)NCc3cccnc3)cc2)cc1	8	92	2	94	22	-3	nt	94	92	93	94
COc1ccc([N+](=O)[O-])cc1NC(=O)C(C)Sc1ccc(C)cc1 (centres undefined)	10	98	15	101	10	13	5	100	98	103	97
CCOC(=O)Cc1csc(NC(=O)COc2cc(C)cc(C)c2)n1	11	94	-21	94	23	-21	nt	91	94	92	93
CCCCCC(=O)N/N=C/c1cc(Br)c(O)c(OC)c1	9	101	-35	101	5	45	2	99	100	106	98
CCOC(=O)Nc1nc(C)c(C(=O)N(C)C)s1	45	101	-24	100	14	-8	-17	100	99	102	96
Cc1cccc2nc(-c3ccco3)c(Nc3ccc4c(c3)OCO4)n12	16	100	-27	97	12	19	-10	101	99	102	95
COc1ccc(C(=O)NCC(=O)Nc2ccccc2)cc1OC	25	101	-28	108	11	2	nt	100	101	98	104

Next section, overlapping the part above by two compounds.
SMILES	GSH bead fluor	HRas wt GTP	Mcl1-Bid inh	Rac1 wt GTP bind	Avidin fluor	Mcl1-Noxa inh	Pf gamet viab	Cdc42 wt	Rab2 wt GTP	Rab7 wt GTP bind	Rac1 mut GTP
Cc1cccc2nc(-c3ccco3)c(Nc3ccc4c(c3)OCO4)n12	16	100	-27	97	12	19	-10	101	99	102	95
COc1ccc(C(=O)NCC(=O)Nc2ccccc2)cc1OC	25	101	-28	108	11	2	nt	100	101	98	104
Fc1ccc(/C=C\c2nccc3c2[nH]c2ccccc23)cc1	17	?	-23	?	9	37	-12	?	?	?	?
CSCCC(NC(=O)c1ccco1)C(=O)OCC(=O)Nc1ncc(Cl)c(C)c1Cl (centres undefined)	24	105	-40	102	13	11	11	104	104	101	98
O=C(NC1CCCCC1)c1nn2c(C(F)(F)F)cc(-c3ccco3)nc2c1Br	78	98	-14	100	13	5	2	101	97	94	98
Cc1cc(NC(=O)COc2ccc(Cl)cc2Cl)n(-c2ccccc2)n1	19	105	-28	102	7	-12	nt	104	105	106	102
CCn1c(=O)c2c(nc3n2CCCN3CCc2ccccc2)n(C)c1=O	6	98	-18	101	6	18	7	99	98	97	99
CC(C)N(C(=O)CSc1nnnn1-c1ccc2c(c1)OCO2)C(C)C	19	100	65*	101	10	-1	nt	100	99	106	98
COc1ccc2c(c1OC)C(=O)NC(C)=C(C(=O)OC(C)(C)C)C2O (centres undefined)	38	101	-25	108	3	-9	nt	103	103	101	99
CCCC(C)NC(=O)CSc1nnc2ccccn12 (centres undefined)	15	92	-7	94	11	3	nt	98	95	91	98
COc1ccccc1NC(=O)COc1ccc(/C=N/NC(=O)CSCc2cc(C)cc(C)c2)cc1	16	99	57*	101	22	-40	nt	97	96	98	98
COc1cccc(C(=O)Nc2ccc(NC(=O)c3ccco3)cn2)c1	15	102	-4	103	36	-4	nt	103	102	102	100
CCOC(=O)c1ccc(-c2ccc(/C=N/NC(=O)CN(c3ccccc3Br)S(C)(=O)=O)o2)cc1	16	99	10	100	2	5	-24	99	98	103	99
O=C1C2C3C=CC(C3)C2C(=O)N1c1nc2ccccc2s1 (centres undefined)	16	99	-8	103	21	-1	nt	103	97	96	101
Cc1occc1-c1nnc(SCC(=O)N2CC(=O)Nc3ccccc32)n1CC(C)C	10	101	-22	100	nt	13	nt	100	96	99	97
COc1ccc(CNC(=O)CNC(=O)c2c(C)nn(C)c2Cl)cc1	18	101	-16	102	10	8	-18	101	104	108	98
O=C(Cc1cccs1)Nc1cccc([N+](=O)[O-])c1	10	96	-44	98	10	25	nt	94	96	92	97
COc1cc(NC(=O)CN2C(=O)c3ccccc3S2(=O)=O)c(OC)cc1Cl	35	101	nt	101	9	nt	nt	103	100	96	98
COc1ccccc1NC(=O)C1C2C=CC3(CN(Cc4cccnc4)C(=O)C13)O2 (centres undefined)	21	102	-17	106	9	-4	nt	99	100	102	100
CCN1CCCC1CNCc1cc(OC)c(OC)c(OC)c1 (centres undefined)	30	103	14	102	11	24	nt	103	104	103	100
N#Cc1nc(-c2ccc(OCc3ccc(Cl)cc3)cc2)oc1N1CCC(C(N)=O)CC1	37	99	nt	102	10	nt	0	98	98	98	97
COc1cccc(OC)c1C(=O)Nc1ccccc1N1CCCC1	22	104	-118	102	24	5	nt	103	105	104	100
O=C1c2ccccc2S(=O)(=O)N1CC(O)Cn1ccc2ccccc21 (centres undefined)	16	?	-20	?	35	-9	6	?	?	?	?
CCN1CCN(CCCCSc2ccccc2)CC1	13	101	27	101	5	21	nt	104	99	102	99
O=C(C[n+]1cc(-c2ccc(Cl)c(Cl)c2)n2c1CCC2)OCc1ccccc1	10	101	-1	104	10	19	-13	103	101	104	102
O=C(C1=C[C@H](c2ccc(C(F)(F)F)cc2)C[C@H](OCc2ccc(CO)cc2)O1)N1CCN(Cc2ccccc2)CC1	18	96	5	98	7	-9	6	95	96	102	94
CCN1C(=O)c2c(C)nc3ccccc3c2C1=O	52	102	-28	107	11	4	nt	105	99	103	98
CCOC(=O)C(C)On1c(SC(C)C(=O)OCC)nc2ccccc2c1=O (centres undefined)	22	100	-3	106	33	10	nt	100	99	100	99
COC(=O)C1C(=O)OC(C)(C)C1C(C)C(=O)c1ccc(C)cc1C (centres undefined)	10	98	-8	98	10	6	nt	99	98	96	95
O=C1CC(c2ccccc2)CC(O)=C1C=Nc1ccc(Cl)cc1 (centres undefined)	7	98	-17	103	17	8	nt	101	97	99	98
CCN(CC)c1ccc(/C=C(/C#N)c2nc3ccc(C)cc3[nH]2)c(OC(C)C)c1	35	?	-35	?	11	nt	nt	?	?	?	?
CCN(CC)C(=O)CN(c1cc(Cl)ccc1OC)S(=O)(=O)c1ccc(C)c([N+](=O)[O-])c1	6	97	-18	103	2	-8	nt	100	99	102	100
CCSC1=C(C#N)C(c2ccc(OC)c(OC)c2)CC(=O)N1 (centres undefined)	30	100	-2	101	7	1	-4	102	100	103	98
Fc1ccc(C2CCCN2Cc2nc(Cc3ccccc3F)no2)cc1 (centres undefined)	13	100	-13	100	12	18	-6	96	96	103	96
COc1ccc2[nH]c3c(Cl)ncnc3c2c1	11	97	-4	98	10	7	-12	99	96	99	97
Cc1nn(Cc2cccc(C(=O)NCC(C)C)c2)c(C)c1Br	148*	99	-1	102	6	5	-12	99	100	98	97
Cc1cccc(C)c1NC(=O)Cn1c(=O)n(CCCC(=O)NCc2ccco2)c(=O)c2sccc21	13	104	-34	110	20	-28	nt	106	101	102	102
O=C(O)Cc1ccc(C(=O)c2ccccc2F)s1	11	100	-22	105	8	-8	nt	100	103	102	101
CCC1CCC(NC(=O)Nc2cccc(OC)c2)CC1 (centres undefined)	51	98	-8	100	9	9	0	98	96	105	95
Cc1ccc(C(=O)C(OC(=O)CNC(=O)c2ccc(Cl)cc2)c2ccccc2)cc1 (centres undefined)	25	101	6	99	14	-6	-1	102	102	95	96
COC(=O)c1ccc(C2C(C(=O)c3cc4ccccc4o3)=C(O)C(=O)N2CCCN(C)C)cc1 (centres undefined)	24	100	-45	102	12	21	1	99	100	101	97
COC(=O)CCCNC(=O)OCc1ccc([N+](=O)[O-])cc1	11	100	-23	103	9	1	nt	98	102	99	99
COc1cc(Br)cc2cc(C(=O)NCC3CCCO3)c(=O)oc12 (centres undefined)	8	100	-23	103	10	6	9	100	96	101	96
Cn1c(Cc2ccccc2)nnc1SCC(=O)NC1CCCCC1	30	95	11	95	8	8	nt	96	96	94	93
Cn1c(=O)c2c(ncn2CC(=O)OCC(=O)Nc2ccccc2Cl)n(C)c1=O	19	104	-7	104	12	23	1	103	100	102	102
CCOC(=O)c1csc(NC(C)=O)n1	11	99	2	104	11	7	-9	99	100	103	98
O=c1c2[nH]c3ccccc3c2ncn1Cc1cccnc1	20	?	3	?	5	15	nt	?	?	?	?
Cc1cc(C)c(-c2c(O)c3c(n(C)c2=O)CC(C)(C)CC3=O)c(C)c1	9	99	10	98	4	7	17	96	97	101	96
Cn1cc(CN2CCCC(CO)(Cc3ccccc3)C2)c2ccccc21 (centres undefined)	8	97	-33	98	2	-2	-18	95	100	103	93
Cc1cccn2c(CNC3CCCc4ccccc43)c(C(=O)N3CCCCC3)nc12 (centres undefined)	35	96	-10	96	9	8	1	95	97	98	96
Cc1ccsc1/C=C1\Oc2cc(OCC(=O)c3ccccc3)ccc2C1=O	12	94	3	91	14	11	6	93	90	96	90
CCCCNC(=S)Nc1ccc([N+](=O)[O-])cc1	15	103	-40	106	12	13	0	103	101	101	99
CCc1nnc(NC(=O)CSc2nnc(CNC(=O)c3cc(OC)c(OC)c(OC)c3)o2)s1	13	97	9	99	11	0	11	96	96	101	95
COc1ccc(S(=O)(=O)N(CCc2ccccc2)CC(=O)NC(C)C)cc1	12	105	-28	103	22	27	nt	104	105	106	99
S=C(Nc1ccccc1)Nc1ccc(Cl)cn1	9	97	-38	99	13	24	nt	98	98	102	95
Cc1nc2ccc(NC(=O)NCCCO)cc2s1	46	102	1	105	38	1	nt	103	100	100	100
Cn1c(=O)[nH]c(=O)c2c1nc(Br)n2CCSc1nc2ccccc2o1	5	103	-32	104	12	-21	-51	103	103	105	97
CCn1c(SCC(=O)NCc2ccc3c(c2)OCO3)nnc1-c1cccs1	26	99	-4	99	10	-2	nt	98	100	97	97
COc1ccc(NC(=O)CN2CCN(Cc3ccc4c(c3)OCO4)CC2)cc1OC	11	101	38	108	10	13	-30	101	101	101	99
CCC(C)c1ccc(NC(=S)NCCn2cc(Br)cn2)cc1 (centres undefined)	26	96	-50	101	10	-4	-18	96	95	94	93
O=[N+]([O-])c1cccc(-c2nc(-c3cccs3)c(-c3cccs3)[nH]2)c1	30	93	-4	99	11	-7	nt	98	94	97	100

Screens (PubChem)
